Growth percent in the NCI-60 one-dose screen (48 h, 10 µM unless noted): 100 = growth as untreated, 0 = no growth, -100 = all killed.
MOLT-4: MOLT-4 leukemia cells; hit rate 6.9% among 80,000; AID 1794779
SR: SR leukemia cells | hit rate 8.7% among 73,000 | AID 1794780
EKVX: EKVX NSCLC; hit rate 3% among 71,000; AID 1794765
HOP-62: HOP-62 NSCLC; hit rate 3.9% among 80,000; AID 1794735
RPMI-8226: RPMI-8226 leukemia cells; AID 1794781; hit rate 7.5% among 77,000
HOP-92: HOP-92 NSCLC cells; AID 1794738; hit rate 6.3% among 71,000
K-562: K-562 leukemia | hit rate 7.4% among 78,000
CCRF-CEM: CCRF-CEM leukemia; hit rate 7% among 77,000; AID 1794778
Active calls of the source: *; . = no result given; & = joins results of further samples. The calls were made as follows: active = growth percent below 10; inactive = the rest. No enrichment for hits. Share with any hit: about 13%.

Sample of the layout (two entries):
SMILES,MOLT-4,HOP-62,SR,HOP-92,EKVX,RPMI-8226,K-562,CCRF-CEM
Nc1nc(N)c2c(n1)NC(c1ccc3c(c1)OCO3)CC(c1ccc([N+](=O)[O-])cc1)=N2 (stereo unspecified),112,97,106,38,112,42,109,71
O=C(O)c1ccc(-c2nn(-c3ccc(C(=O)O)cc3)cc2/C=N/NC(=O)c2cccnc2)cc1,109,94,128,93,96,105,106,100

The whole of this part, previewed entries included:
SMILES,MOLT-4,HOP-62,SR,HOP-92,EKVX,RPMI-8226,K-562,CCRF-CEM
Nc1nc(N)c2c(n1)NC(c1ccc3c(c1)OCO3)CC(c1ccc([N+](=O)[O-])cc1)=N2 (stereo unspecified),112,97,106,38,112,42,109,71
O=C(O)c1ccc(-c2nn(-c3ccc(C(=O)O)cc3)cc2/C=N/NC(=O)c2cccnc2)cc1,109,94,128,93,96,105,106,100
O=C(Cc1ccc(F)cc1)c1ccccc1,93,109,100,90,113,96,100,88
C1CCC2(CC1)NCCO2,92,92,114,93,85,109,64,90
CN(C)c1ccc(/C=C(\C#N)C(=O)O)cc1,103,117,.,94,105,103,91,93
CNC(=O)c1cc(-c2ccc(NC(=S)Nc3ccc(Cl)c(C(F)(F)F)c3)cc2)nc2cccnc12,85,103,68,83,91,88,76,89
CC(=O)n1cc(-c2c[nH]c3ccccc23)c(-c2ccc(Cl)cc2)n1,88,66,93,80,.,86,94,82
CC(Nc1ccc(S(=O)(=O)Nc2ncccn2)cc1)c1ccc2cccnc2c1O (stereo unspecified),104,107,115,132,104,111,106,108
CC(C)CCNC(=O)N/C(N)=N/c1nc2ccccc2s1,30,74,34,.,28,38,29,59
O=C1C=CC(c2ccccc2)(c2ccccc2)CC1,102,106,94,89,95,106,.,100
COc1ccc(/C=C2\C(=O)N=C3N2N=C(C)C(=O)N3c2ccccc2)cc1,104,103,110,97,83,103,105,102
O=C(Nc1ccc(C2=NCCN2)cc1)Nc1cccc(NC(=O)Nc2cccc(C3=NCCN3)c2)c1,92,86,66,124,95,.,.,54
COc1cc2c(cc1OC)C(c1cc(OC)c(OC)c(OC)c1)C1(O)C(=O)OCC1(O)C2 (stereo unspecified),96&94,97&101,94&90,108&73,99&119,102&98,102,100&102
CC(C)(C)n1cc(-c2ccnc(NCCCNS(=O)(=O)c3ccccc3)n2)c(-c2ccc(F)c(O)c2)n1,71,120,102,.,87,77,51,72
COC(CCCl)c1ccc(Cl)cc1 (stereo unspecified),95,114,90,121,.,100,89,.
CCOP(=O)(OCC)/C(C#N)=C/c1c(C)[nH]c2ccccc12,98,89,95,84,97,89,95,90
CN(C)N=Nc1ccc(-c2ccc(N=NN(C)C)cc2)cc1,108,100,87,97,90,79,90,74
NC(=O)N/N=C1/CCC(OCc2ccccc2)CC1CC(=O)O (stereo unspecified),106,99,110,.,.,93,100,.
CCCCC[n+]1ccc(SCC(=O)N(C)c2ccc(Br)cc2)c2ccccc21,100,118,100,91,114,102,87,111
C[C@H]1[C@@H]2[C@H]3CC[C@@H]4[C@@]5(C)CC[C@H](O)C(C)(C)[C@@H]5CC[C@@]4(C)[C@]3(C)CC[C@]23COC1(C)[C@@H](C(=O)/C=C\c1ccc(C(F)(F)F)cc1)C3,109,96,100,85,95,104,112,98

Exported field by field: part of the list above
O=C(Nc1ccc(C2=NCCN2)cc1)Nc1cccc(NC(=O)Nc2cccc(C3=NCCN3)c2)c1
  MOLT-4 = 92	HOP-62 = 86	SR = 66	HOP-92 = 124	EKVX = 95	RPMI-8226 = .	K-562 = .	CCRF-CEM = 54
COc1cc2c(cc1OC)C(c1cc(OC)c(OC)c(OC)c1)C1(O)C(=O)OCC1(O)C2 (stereo unspecified)
  MOLT-4 = 96&94	HOP-62 = 97&101	SR = 94&90	HOP-92 = 108&73	EKVX = 99&119	RPMI-8226 = 102&98	K-562 = 102	CCRF-CEM = 100&102

(cont.)
SMILES,MOLT-4,HOP-62,SR,HOP-92,EKVX,RPMI-8226,K-562,CCRF-CEM
Cn1c(=O)c2c(nc(CCCCc3nc4c(c(=O)n(C)c(=O)n4C)n3C)n2C)n(C)c1=O,97,111,87,101,113,117,96,115
CN(C)c1ccc(N=Nc2ccccn2)c(O)c1,2.3*,7.8*,3.8*,58,17,16,.,2.3*
CCCNc1ncnc2c1cnn2C1CCCCO1 (stereo unspecified),97,99,104,76,98,96,115,95
CC(=O)N/N=C1\CC2CCC1(C)C2(C)C (stereo unspecified),102,110,.,106,99,102,92,98
C[C@@]1(O)[C@H](c2ccccc2Br)OC(=O)N1CCc1ccc2c(c1)OCO2,100,93,95,99,101,99,78,111
OC(Cc1cccnc1)c1ccccc1 (stereo unspecified),94,105,93,.,113,.,101,80
O=C(CN1CCN(c2cc(=O)[nH]c3ccc(F)cc23)CC1)Nc1ccc(F)cc1,93,72,107,.,88,86,78,89
Nc1nc(-c2ccccc2)c2cc[nH]c(=O)c2n1,90,109,97,122,113,107,97,98
Cc1ccc2ccccc2c1[N+](=O)[O-],98,106,117,107,123,115,120,104
CC/C=C\C[C@H](O)C/C=C1/C(=O)C=C[C@@H]1C/C=C\CCCC(=O)OC,-6.8*,-32*,-4.3*,-20*,35,-12*,2.7*,.

Exported with two lines to a compound: four of the compounds above
Under each structure – MOLT-4	HOP-62	SR	HOP-92	EKVX	RPMI-8226	K-562	CCRF-CEM
> CCCCC[n+]1ccc(SCC(=O)N(C)c2ccc(Br)cc2)c2ccccc21
    100	118	100	91	114	102	87	111
> O=C(Cc1ccc(F)cc1)c1ccccc1
    93	109	100	90	113	96	100	88
> CCOP(=O)(OCC)/C(C#N)=C/c1c(C)[nH]c2ccccc12
    98	89	95	84	97	89	95	90
> Nc1nc(N)c2c(n1)NC(c1ccc3c(c1)OCO3)CC(c1ccc([N+](=O)[O-])cc1)=N2 (stereo unspecified)
    112	97	106	38	112	42	109	71

Continuation.
SMILES,MOLT-4,HOP-62,SR,HOP-92,EKVX,RPMI-8226,K-562,CCRF-CEM
Cc1nc(Cl)c2c(n1)N(C)c1ccccc1C(C)C2 (stereo unspecified),82,87,65,70,70,70,58,86
O=c1cc(CF)[nH]c(=O)[nH]1,101,93,94,83,104,107,102,97
CCOC(=O)c1c2c(c(C)n1Cc1ccc(OC)cc1)-c1nc(N)ncc1CC2,94,84,.,.,99,119,89,126
CCOC(=O)Cc1c[nH]c2ccc([N+](=O)[O-])cc12,83,97,87,.,120,93,101,92
CN(C)c1ccc(-c2cc(-c3ccc(Nc4nc(Nc5ccccc5)nc(Nc5ccc(Cl)cc5)n4)cc3)nc(N)n2)cc1,-4.2*,33,.,-3.4*,33,34,11,5.1*
COC(=O)CCC/C=C\C[C@H]1C=CC(=O)/C1=C/C[C@@H](O)CCc1cccc(C(F)(F)F)c1,-14*,-47*,-15*,-37*,6.5*,.,1.7*,-6.0*
COc1ccc(NC(=O)[C@@H]2CCC(=O)N2C)cc1OC,86,91,83,93,96,97,83,86
O=c1ccnc2n1CCN2,89,101,84,95,108,98,92,96
CCCCCC(C)(CC(=O)O)CC(=O)O,103,101,94,119,.,119,106,107
O=C(O)c1ccc(N/N=C/c2cn(-c3ccc(C(=O)O)cc3)nc2-c2cc3ccccc3oc2=O)cc1,105,97,93,110,101,110,104,106
COc1ccc(C2CC(c3cc4ccccc4oc3=O)=NN2c2ccc(S(=O)(=O)NC(=O)NCc3ccccc3)cc2)cc1OC (stereo unspecified),67,58,20,49,.,66,60,72
COc1ccccc1NCC(=O)Nc1ncc(Cc2ccccc2)s1,101,92,109,86,79,94,98,32
CC(NCCO)c1ccccc1 (stereo unspecified),96,91,84,.,93,85,83,99
CCOC(=O)C(Cc1ccccc1)n1c(O)c(/C=N/c2ncc(Cc3ccc(Cl)cc3Cl)s2)sc1=S (stereo unspecified),-7.1*,8.8*,28,.,11,-7.6*,2.2*,2.8*
COCC(=O)c1ccccc1,91,.,93,92,.,106,85,98
O=C(O)C(O)C(O)C(O)C(O)C(O)C(O)CO (stereo unspecified),97,108,89,117,.,110,111,111
CC1=CC(=O)OC(C)(C)C1,111,104,122,89,106,123,114,123
CC(=O)N1CCNCC1,102,96,87,93,108,111,96,117
O=c1c2ccccc2n(CC(O)CN2CCCC2)c2cc(Cl)ccc12 (stereo unspecified),91,102,101,92,110,73,105,92
COc1ccc(C(=O)CSc2nnc(-c3c[nH]c4ccccc34)n2-c2ccccc2)cc1,82,8.8*,80,7.9*,29,73,58,83
CCCNC(=O)CCCNc1ncnc2c1ncn2-c1ccccc1,102,91,99,85,106,103,95,99
CCOc1ccc(Nc2nc3c(s2)C(=O)c2ccccc2C3=O)cc1,48,113,.,85,96,51,37,51
Cc1ccc([P+](Cc2ccc([N+](=O)[O-])cc2)(c2ccc(C)cc2)c2ccc(C)cc2)cc1,52,71,3.6*,-20*,.,-25*,11,24
CC(C)(C)c1cc(C(=O)Nc2ccccc2C(=O)NCCN)cc(C(C)(C)C)c1,21,68,-29*,20,18,-25*,-11*,-8.5*
COc1ccc(-c2cc(-c3cn(-c4cccc(Cl)c4)nc3-c3ccc(OC)cc3)c(C#N)c(=O)[nH]2)cc1,97,92,54,77,95,91,78,85
Nc1cc(S(=O)(=O)O)c(O)c2c1C(=O)c1c(O)c(S(=O)(=O)O)cc(N)c1C2=O,91,95,89,96,104,97,84,96
Cc1ccc(/C=C2/C3=C(C4CCC2N4C)[C@@H](c2ccc(C)cc2)C(C#N)=C(N)O3)cc1 (stereo partly specified),80,93,.,65,85,70,.,80
Cc1nnc(/N=C2\NC(=O)CS2)s1,98,94,99,117,91,105,93,95
O=C(Nc1ccc(Br)cc1F)c1cc(I)ccc1O,6.7*,0.5*,.,-28*,44,-8.8*,10,12
O=C(Cn1nnc2ccccc21)N/N=C/c1cc2ccccc2o1,107,100,90,96,107,104,96,98
N#CC1=C(N)OC2=C(C(=O)c3ccccc3C2=O)C1c1ccc(O)cc1 (stereo unspecified),103,83,105,85,103,91,.,100
Cc1cc2ncn(C3CC(O)C(CO)O3)c2cc1C (stereo unspecified),96,99,103,98,104,104,107,94
O=C1c2cc(S(=O)(=O)O)ccc2C(=O)c2c1cccc2[N+](=O)[O-],100,117,98,110,120,.,.,98
CCCSc1nc2ccccc2cc1/C=N/O,92,88,.,83,91,107,95,113
CCCCC(C(O)c1ccccc1)N(CCCC)CCCC (stereo unspecified),96,97,98,116,95,109,104,113
COc1ccccc1NC1=C(Cl)C(=O)C(Nc2ccccc2OC)=C(Cl)C1=O,99,135,81,104,92,83,115,85
COc1ccc(-c2nn(-c3ccccc3)cc2/C=C/C(=O)OCc2cn(-c3ccc(C)cc3)nn2)cc1,82,65,95,90,86,96,83,106
CNc1ccc(O)cc1,129&110,104&104,126,102,80,87&102,118&104,110&101
Nc1ccc(NS(=O)(=O)c2ccccc2)cc1,103,103,94,80,98,96,104,100
Cc1oc(-c2ccc(Cl)cc2)nc1/C=C/C(=O)c1ccc(Br)cc1,74,97,55,80,105,49,79,80
CC1(C)Oc2cc3oc(=O)ccc3cc2C[C@@H]1OCCS(C)(=O)=O,106,99,126,106,104,107,106,106
CC(=O)OCC1CSCC1COC(C)=O (stereo unspecified),105,101,106,.,.,101,108,106
CCOC(=O)c1c(O)c2cc(-c3ccccc3)nc(OCC)c2c(=O)n1C,107,93,98,52,96,39,97,56
Nc1ccc2c(c1)C(=O)C(=O)c1c-2nc2ccccn12,-33*,-2.1*,2.1*,-21*,31,15,1.8*,14
NC1=NC(c2ccc(Br)cc2)N=C(Nc2nn[nH]n2)N1 (stereo unspecified),109,101,.,88,94,95,94,141
COc1ccc(/C=C(\C#N)c2cc(OC)c3c(c2)OCO3)cc1,7.9*,36,1.8*,44,50,29,9.1*,15
Cc1nc(NC(=O)COc2cccc(/C=C3\COc4ccccc4C3=O)c2)sc1C,-37*,72,-69*,-20*,-23*,-74*,-65*,-75*
